Screening data deposited in PubChem by several laboratories.
Wnt bcat act: Wnt/beta-catenin pathway activators, primary screen, cell-based, plate reader, single point | Wnt/beta-catenin reporter cell assay, activator | activation, % at 9.35 µM | actives 1.2% (n = 300,000) | AID 743398, 2014; in the data active means activation above about 30%, passing the limit was not always enough;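 further: 0% = neutral control wells and 100% = positive control wells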
SR-BI HDL uptake: inhibitors of SR-BI mediated HDL lipid uptake, primary screen, ldlA[mSR-BI] cells, fluorescence, single point | Scavenger receptor class B member 1 (Mus musculus), Q61009 | ldlA[mSR-BI] CHO cells, DiI-HDL uptake fluorescence, 3 h | inhibition, % at 12.5 µM | actives 0.96% (n = 320,000) | AID 488896, 2010;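 active means mean replicate inhibition of at least 70% and a set share of replicates each scoring 70 or more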;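 further: 0% = median of neutral control wells and 100% = median of positive control wells; values of inactives mirror those of a sister screen read the other way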
Target sequence (Q61009 whole entry, looked up): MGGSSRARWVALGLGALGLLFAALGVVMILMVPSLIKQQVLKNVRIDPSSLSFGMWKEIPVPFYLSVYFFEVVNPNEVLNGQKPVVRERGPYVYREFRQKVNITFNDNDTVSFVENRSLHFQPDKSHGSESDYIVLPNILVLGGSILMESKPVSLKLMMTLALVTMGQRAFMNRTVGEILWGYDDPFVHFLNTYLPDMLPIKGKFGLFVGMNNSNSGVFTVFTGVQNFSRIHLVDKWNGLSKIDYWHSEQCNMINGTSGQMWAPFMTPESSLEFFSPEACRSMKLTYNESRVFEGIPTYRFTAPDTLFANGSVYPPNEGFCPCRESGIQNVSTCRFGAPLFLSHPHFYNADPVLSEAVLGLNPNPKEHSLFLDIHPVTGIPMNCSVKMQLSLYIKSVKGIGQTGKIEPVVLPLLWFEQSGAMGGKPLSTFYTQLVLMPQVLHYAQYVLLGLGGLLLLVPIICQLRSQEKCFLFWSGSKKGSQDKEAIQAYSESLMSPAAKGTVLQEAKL
HTR5A ag: HTR5A agonists in luminescence cell assay, primary screen, counter-screen for OPRM1-OPRD1 heterodimer agonist project, full-deck HTS; 5-hydroxytryptamine receptor 5A (Homo sapiens), P47898; cell-based; activation, % at 9.3 µM; actives 0.61% (n = 340,000); in the data active means activation mostly above about 9.5%, no sharp cut-off; inactive means mostly below about 7.6%;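 further: 0% = cells with vehicle only and 100% = reference agonist; strong numbers were not always called active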
Target sequence (P47898 whole entry, looked up): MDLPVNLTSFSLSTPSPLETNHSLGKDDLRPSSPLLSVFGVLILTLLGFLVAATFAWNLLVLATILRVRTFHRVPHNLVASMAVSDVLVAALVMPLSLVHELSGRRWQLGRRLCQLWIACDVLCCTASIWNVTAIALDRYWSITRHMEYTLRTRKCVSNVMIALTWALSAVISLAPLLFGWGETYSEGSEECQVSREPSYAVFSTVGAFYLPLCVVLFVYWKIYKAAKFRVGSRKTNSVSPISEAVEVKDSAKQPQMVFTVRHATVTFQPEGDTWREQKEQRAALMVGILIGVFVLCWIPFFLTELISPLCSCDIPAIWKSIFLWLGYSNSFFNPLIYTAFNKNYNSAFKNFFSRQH
CDK5 inh: inhibitors of human CDK5/p35 kinase, primary screen, biochemical, single concentration. Cyclin-dependent kinase 5 (Homo sapiens) + Cyclin-dependent kinase 5 activator 1 (Homo …. Recombinant CDK5/p35, ADP-Glo luminescence, 60 min. inhibition, % at 10 µM. actives 0.01% (n = 330,000);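 active means highest replicate inhibition of at least 50% and at least 75% of replicates reaching 50%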;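 further: plate controls were DMSO neutral control for no effect and GW8510 at 10 µM for full effect; many of its hits are not listed in these tables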
MITF TRPM1 HTS: activators of MITF-driven TRPM1 promoter reporter, primary screen, cell-based, SK-MEL-5, luciferase, single point. SK-MEL-5 TRPM1-promoter luciferase, 24 h; % of positive control, neutral wells = 0. activation, % at 12.5 µM. actives 0.75% (n = 300,000). AID 588334, 2011;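 active means mean activation of at least 80% with every replicate also reaching 80%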;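 further: 0% = neutral control wells and 100% = parthenolide positive control wells; values of inactives mirror those of a sister screen read the other way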
NSD2 inh: NSD2 histone methyltransferase inhibitors, primary screen, biochemical, AlphaScreen, single concentration, set 2. Histone-lysine N-methyltransferase NSD2 (Homo sapiens), O96028. NSD2 peptide methylation, 120 min. inhibition, % at 12.5 µM. actives 0.54% (n = 310,000). AID 743445, 2014; in the data active means inhibition above about 50%
HTR5A inv ctr: HTR5A inverse agonists in luminescence cell assay, primary screen, counter-screen for OPRM1-OPRD1 heterodimer inverse agonist project, full-deck HTS; 5-hydroxytryptamine receptor 5A (Homo sapiens), P47898; HTR5A cell line, inverse agonism; inhibition, % at 9.3 µM; actives 0.083% (n = 340,000); AID 504634, 2011; in the data active means inhibition mostly above about 23%, no sharp cut-off; inactive means mostly below about 18%;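 further: 0% = cells with DMSO and 100% = no-cell wells with DMSO; some compounds called inactive have numbers as strong as hits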
dFosB activator: activators of delta FosB homodimer, primary screen, biochemical, fluorescence polarization, TAMRA-CDK5 oligo, single point; purified delta FosB; percent of positive-control signal above neutral wells; activation, % at 25 µM; actives 0.99% (n = 340,000);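 active means mean activation above about 17%, with every replicate also reaching it, limit read from the data, passing the limit was not always enough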;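 further: fluorescence polarization rise as delta FosB binds a TAMRA Cdk5 AP-1 oligo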
V-ATPase pH: regulators of yeast V-ATPase proton pumping, primary screen, pHLuorin cytosolic pH fluorescence. response, % at 10 µM. actives 0.37% (n = 350,000). S. cerevisiae; in the data active means response mostly above about 7.3%, no sharp cut-off; inactive means mostly below about 5.4%; further: actives read high; inactives centre near 0; some compounds called inactive have numbers as strong as hits; reference of the scale not given here
PvdQ acylase: P. aeruginosa PvdQ acylase inhibitors, primary screen, biochemical, fluorescence, plate reader and imaging, single point. PvdQ acylase [Pseudomonas aeruginosa LESB58]. purified PvdQ acylase. inhibition, % at 10 µM. actives 0.063% (n = 340,000). AID 488965, 2010; in the data active means inhibition above about 30%, passing the limit was not always enough;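 further: 0% = vehicle neutral wells and 100% = reference inhibitor wells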
Numbers without * were called inactive; · = not tested or not shown.

item | mol | Wnt bcat act | SR-BI HDL uptake | HTR5A ag | CDK5 inh | MITF TRPM1 HTS
1 | C=CS(=O)(=O)c1ccc(Oc2ccc(S(=O)(=O)C=C)cc2)cc1 | -12 | 4 | 0 | 3.4 | -89
2 | CSCCC(NC(=O)c1ccco1)C(=O)N1CC=C(c2ccccc2)CC1 (stereo not given) | -3 | 5 | 3 | -4.5 | 1
3 | CCOC(=O)c1c(C)c(C(=O)NCc2cccnc2)c(C)n1CC | · | -26 | 7 | -3.0 | -10
4 | O=c1cc(-c2ccccc2)[nH]c2ccccc12 | -18 | -2 | 0 | 1.2 | -20
5 | CC1CCN(S(=O)(=O)c2ccc(C(=O)N3CCOCC3)cc2)CC1 | 2 | 5 | 1 | -0.2 | 4
6 | CCN1C[C@@H]2[C@@H]3C(=O)N(Cc4ccccc4)C(=O)[C@@H]3[C@](C)(C1=O)N2C(=O)c1ccc(Br)cc1 | -2 | -35 | 2 | -0.7 | -1
7 | CCOc1cccc(/C=C(/C#N)c2nc3ccccc3[nH]2)c1OCC(=O)O | 0 | -25 | 4 | -1.1 | 9
8 | Cc1ccc(/C=C/C(=O)O)cc1S(=O)(=O)N(CCO)CCO | · | -22 | 0 | -2.5 | 1
9 | O=C(N/N=C/c1ccc(O)c([N+](=O)[O-])c1)c1ccncc1 | 3 | · | 3 | 1.0 | 11
10 | O=C(NC(Cc1ccccc1)C(=O)O)/C(=C/c1ccc(Br)cc1)NC(=O)c1ccc(Br)o1 (stereo not given) | 0 | -11 | 1 | -1.5 | 3
11 | CC(C)Cn1c(N)c(C(=O)CSc2ncn[nH]2)c(=O)n(C)c1=O | -1 | -24 | -2 | -0.7 | 6
12 | O=[N+]([O-])c1cccc(CN2CCCCCC2)c1 | 0 | -13 | -2 | 0.5 | ·
13 | Cc1oc(-c2cccc(Cl)c2)nc1CS(=O)(=O)CC(=O)NCCN1CCOCC1 | -20 | -9 | 5 | -1.2 | ·
14 | Cc1cccc(CCNC(=O)CCc2nnc(CCc3ccccc3)o2)n1 | 3 | 8 | 0 | 1.9 | 23
15 | O=C1CC(c2cc3c(cc2Br)OCO3)C2=C(CCCC2=O)N1 (stereo not given) | · | 8 | 3 | -0.3 | -7

item | NSD2 inh | HTR5A inv ctr | dFosB activator | V-ATPase pH | PvdQ acylase
1 | · | -6 | 0 | 1 | -19
2 | 2 | 2 | -16 | 5 | -12
3 | -2 | -8 | -7 | -1 | -15
4 | -2 | -3 | -12 | 1 | 6
5 | 3 | 10 | 8 | -1 | -16
6 | · | -6 | 0 | 1 | -14
7 | 1 | -15 | -1 | 2 | -15
8 | 3 | -8 | 6 | 4 | -5
9 | -1 | 29 | 5 | -4 | 10
10 | 2 | -6 | -11 | -1 | 8
11 | 8 | 6 | -5 | -2 | -7
12 | 3 | 6 | 1 | -2 | 2
13 | · | -15 | -2 | 2 | 0
14 | -2 | -1 | 4 | 0 | 3
15 | -1 | -7 | -2 | 2 | -7

Ordered by count of non-hydrogen atoms (ascending): some entries from above
item | mol | Wnt bcat act | SR-BI HDL uptake | HTR5A ag | CDK5 inh | MITF TRPM1 HTS
9 | O=C(N/N=C/c1ccc(O)c([N+](=O)[O-])c1)c1ccncc1 | 3 | · | 3 | 1.0 | 11
8 | Cc1ccc(/C=C/C(=O)O)cc1S(=O)(=O)N(CCO)CCO | · | -22 | 0 | -2.5 | 1
11 | CC(C)Cn1c(N)c(C(=O)CSc2ncn[nH]2)c(=O)n(C)c1=O | -1 | -24 | -2 | -0.7 | 6
3 | CCOC(=O)c1c(C)c(C(=O)NCc2cccnc2)c(C)n1CC | · | -26 | 7 | -3.0 | -10
13 | Cc1oc(-c2cccc(Cl)c2)nc1CS(=O)(=O)CC(=O)NCCN1CCOCC1 | -20 | -9 | 5 | -1.2 | ·

item | NSD2 inh | HTR5A inv ctr | dFosB activator | V-ATPase pH | PvdQ acylase
9 | -1 | 29 | 5 | -4 | 10
8 | 3 | -8 | 6 | 4 | -5
11 | 8 | 6 | -5 | -2 | -7
3 | -2 | -8 | -7 | -1 | -15
13 | · | -15 | -2 | 2 | 0

Going on with the list:
item | mol | Wnt bcat act | SR-BI HDL uptake | HTR5A ag | CDK5 inh | MITF TRPM1 HTS
16 | COc1cccc2cc(C(C)N(CCCN3CCOCC3)C(=S)Nc3c(C)cccc3C)oc12 (stereo not given) | 2 | · | -4 | 0.0 | 5
17 | C=C1N(c2cccc(Cl)c2)C(=O)OC1(C)C | -1 | -19 | 1 | -1.4 | 6
18 | CCCCNC(=O)CCc1c(C)nc2nc(-c3cc(OC)cc(OC)c3)nn2c1C | · | -2 | -2 | -0.7 | ·
19 | CCOC(=O)CNC(=O)CCNS(=O)(=O)c1ccc2c(c1)c(=O)n(C)c(=O)n2C | · | -9 | -3 | -0.4 | 0
20 | C=CCN(CC=C)C(=O)Nc1cc(OC)ccc1OC | -1 | -12 | -4 | -0.4 | 0
21 | COc1ccc(NC(=O)C2=C(C)NC(=O)NC2c2cccc(OC)c2OC)c(OC)c1 (stereo not given) | · | -3 | -4 | 0.4 | -8
22 | O=C(N/N=C/c1c[nH]c2ccccc12)c1cccc([N+](=O)[O-])c1 | · | 12 | -1 | -1.6 | -11
23 | O=[N+]([O-])c1nn(-c2ccc(Cl)cc2)n(O)c1=NCc1cccnc1 | 0 | -11 | 3 | -1.9 | -17
24 | COc1ccc(Cl)cc1NC(=O)COC(=O)CNC(=O)C1CCCCC1 | 1 | 3 | -1 | 1.6 | -1
25 | O=C(Nc1ccncc1)C1CC1c1ccccc1 (stereo not given) | -5 | · | -1 | 0.2 | -12
26 | CCOC(=O)c1cc([N+](=O)[O-])c([N+](=O)[O-])cc1NC(C)=O | -2 | -24 | 0 | -0.6 | -88
27 | COc1ccc(N2C(=O)CC(c3cc(OC)c(OC)c(OC)c3)CC2=O)cc1 | 6 | -4 | 1 | 1.9 | ·
28 | O=C(NCc1ccccc1CN1CCCC1)c1ccc(OCc2cscn2)cc1 | 6 | -3 | 2 | 0.1 | 32
29 | Cc1ccc(/C(=N/Nc2nc3ccccc3s2)C2=C(O)c3ccccc3C2=O)cc1 | 0 | 43 | -2 | -1.8 | 1
30 | O=C(Nc1cccc(F)c1)C1CCN(C(=O)c2ccccc2Cl)CC1 | · | -3 | 0 | -2.0 | 0

item | NSD2 inh | HTR5A inv ctr | dFosB activator | V-ATPase pH | PvdQ acylase
16 | 4 | 6 | -6 | -1 | -7
17 | 0 | -4 | 2 | 3 | -11
18 | 2 | 11 | 2 | -1 | -7
19 | -3 | 7 | -4 | -1 | 3
20 | 1 | 15 | 2 | 2 | -14
21 | -1 | 10 | -1 | -4 | -8
22 | 4 | 13 | -3 | -1 | -5
23 | 6 | 11 | 3 | 4 | -23
24 | 0 | 2 | 0 | 3 | -1
25 | 1 | -3 | -3 | -1 | -15
26 | 30 | 22 | -4 | 15* | -4
27 | 0 | 9 | 5 | -2 | 0
28 | 1 | -5 | -7 | 1 | -9
29 | -3 | 14 | -10 | 2 | -17
30 | -3 | 11 | -6 | 0 | -11

The results go on:
item | mol | Wnt bcat act | SR-BI HDL uptake | HTR5A ag | CDK5 inh | MITF TRPM1 HTS
31 | COc1ccc(C)cc1S(=O)(=O)N1c2ccc(C)cc2C2CN(C)CCC21 (stereo not given) | 0 | -17 | · | 0.6 | 8
32 | O=C(NC1CCCCC1)C(c1ccccn1)N(C(=O)Cc1cccs1)c1ccc(Cl)cc1 (stereo not given) | -1 | 1 | 0 | 0.5 | ·
33 | CCOC(=O)[C@H]1[C@H]2COc3cc(OC)ccc3[C@@H]2N2C(=O)CN(Cc3ccco3)C(=O)[C@@]12C | -2 | 2 | 2 | 0.6 | -1
34 | COC(=O)c1ccc(Cn2nc(C)c([N+](=O)[O-])c2C)o1 | 0 | -19 | 5 | -5.3 | ·
35 | COc1cccc(NC(=O)CSc2nc3ccccc3n2C)c1 | · | -5 | -3 | 0.1 | 0
36 | COc1ccc(/C=C/C(=O)N2CC(C)OC(C)C2)cc1OC (stereo not given) | 1 | -5 | 2 | 2.0 | ·
37 | CC(C)(C)OC(=O)NCCCC[C@H](NC(=O)c1[nH]cnc1C(=O)Nc1ccccc1)C(=O)OC(C)(C)C | -10 | 10 | 3 | 0.7 | -3
38 | CC(c1ccco1)N(Cc1ccco1)C(=O)Nc1ccccc1 (stereo not given) | · | 5 | 0 | -4.7 | 0
39 | CC(C)(C)NC(=O)NC(=O)CN1c2cccc3cccc(c23)S1(=O)=O | 4 | 18 | -2 | -5.1 | -8
40 | COc1cc(/C=N/NC(=O)CCN2CCN(C(c3ccccc3)c3ccccc3)CC2)ccc1O | -4 | 9 | -1 | 1.6 | -1
41 | N#Cc1c(Nc2ccccc2)sc(C(=O)c2ccc(F)cc2)c1N | 2 | 39 | -2 | -0.2 | -7
42 | CCOC(=O)/C(C)=N/NC(=O)c1ccc([N+](=O)[O-])cc1 | -6 | -5 | -2 | 1.8 | 15
43 | O=C(CC(=O)c1ccccc1)c1ccccc1 | 1 | 1 | 0 | 2.4 | 46
44 | CCOc1ccc(N(CC(=O)NC2CCCC(C)C2C)S(=O)(=O)c2c(C)noc2C)cc1 (stereo not given) | -2 | -17 | -3 | 1.4 | 7
45 | CC(C)CNC(=O)COC(=O)c1cc(Cl)cc(Cl)c1N | 3 | 2 | -1 | -1.0 | 3
46 | O=C(NC1CCN(C(=O)Nc2cccc(Cl)c2)CC1)c1ccco1 | 4 | 4 | -6 | -0.4 | -9

item | NSD2 inh | HTR5A inv ctr | dFosB activator | V-ATPase pH | PvdQ acylase
31 | 3 | · | 0 | 6 | -3
32 | 24 | 0 | -19 | 3 | -9
33 | · | -21 | -3 | 6 | 5
34 | -2 | -13 | 2 | 5 | -4
35 | -1 | 6 | -10 | 2 | -6
36 | -4 | -4 | 2 | 1 | 16
37 | · | 22 | -9 | 0 | -4
38 | 2 | -1 | 0 | 0 | -9
39 | -4 | 9 | -16 | 11 | -29
40 | 4 | 22 | -1 | · | -6
41 | 1 | 6 | -38 | 0 | -8
42 | 2 | 5 | 4 | 2 | -4
43 | 2 | -1 | 2 | 0 | 7
44 | · | 9 | -7 | 6 | -1
45 | -2 | 5 | -2 | -1 | -15
46 | -5 | -5 | 0 | 1 | -16

Shown as a hit in V-ATPase pH, among the entries above:
#	compound	Wnt bcat act	SR-BI HDL uptake	CDK5 inh	MITF TRPM1 HTS	NSD2 inh	dFosB activator	V-ATPase pH	PvdQ acylase
26	CCOC(=O)c1cc([N+](=O)[O-])c([N+](=O)[O-])cc1NC(C)=O	-2	-24	-0.6	-88	30	-4	15*	-4
